Screening data deposited in PubChem BioAssay by Broad Institute.
esBAF inh: blocks esBAF chromatin remodeling in mouse ES cells; Bmi1-luciferase knock-in reporter, 24 h; 100% = twice the neutral-well signal; reporter increase, % at 12.5 µM; 350,000 tested, 2% active; AID 602393; in the data active means activation above about 40%;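 further: 0% = median of the plate's neutral control wells and 100% = double that signal; a rise in the Bmi1 reporter signal indicates esBAF inhibition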
SIRT5 block: sirtuin-5 (human) deacylase inhibition; inhibition, % at 15 µM; Purified SirT5, succinyl-peptide AMC, trypsin-coupled fluorescence; Q9NXA8; 330,000 tested, 1.1% active; in the data active means inhibition above about 15%
Target sequence (Q9NXA8 whole entry, looked up): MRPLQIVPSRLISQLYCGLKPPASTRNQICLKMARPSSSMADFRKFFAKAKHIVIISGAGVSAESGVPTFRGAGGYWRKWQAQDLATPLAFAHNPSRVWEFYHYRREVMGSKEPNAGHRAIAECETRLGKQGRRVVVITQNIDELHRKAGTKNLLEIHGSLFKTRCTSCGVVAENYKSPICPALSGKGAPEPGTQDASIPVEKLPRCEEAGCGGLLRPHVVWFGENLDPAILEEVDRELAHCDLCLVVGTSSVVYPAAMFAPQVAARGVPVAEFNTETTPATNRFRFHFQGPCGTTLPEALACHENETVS
C2C12 statin: protects C2C12 myotubes from simvastatin toxicity; ATP luminescence, 48 h; scaled: DMSO 0, geranylgeraniol control 100; rescue of ATP level, % at 7.49 µM; 330,000 tested, 0.78% active;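 active means mean ATP rescue above about 67%, or every replicate alone reaching that limit, limit read from the data, passing the limit was not always enough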;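 further: myotubes were challenged with 10 µM simvastatin during compound exposure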
Cneo AK release: Cryptococcus neoformans lysis via adenylate kinase release | C. neoformans lysis, adenylate kinase release luminescence, 4 h; normalised: neutral wells 0, clomiphene wells 100 | lysis activity, % at 15 µM | 360,000 tested, 0.2% active;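 active means mean lysis activity across replicates of at least 80%, whatever share of replicates individually reach that level; inactive means mean lysis activity below 80%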
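Material: C. neoformans cells; Schedule: 4 h static compound exposure, 37 °C, read 1 h post-reagent; Measured by: adenylate kinase release luminescence; Read-out: signal increase indicating cell lysis; Controls: Clomiphene as positive lysis control.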
ARNT-TACC3 inh: disruptors of human ARNT/TACC3 interaction; AlphaScreen His-ARNT PAS-B/GST-TACC3 binding, luminescence; TACC3 fragment carries E629A point mutation; AID 623870; 390,000 tested, 0.66% active; Q9Y6A5; inhibition, % at 9.99 µM;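 active means mean inhibition of replicates at least 50% and at least half of replicates each reaching 50%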;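 further: 0% = complete ARNT plus TACC3 wells and 100% = ARNT alone without TACC3; many hits fall short of the cut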
miR-122 sensor: blocks miR-122 activity in Huh7 sensor cells; Huh7 miR-122 Renilla luciferase sensor, 48 h; neutral wells = 0, positive control = 100; AID 602342; 340,000 tested, 0.3% active; activation (reporter increase), % at 12.5 µM;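 active means mean replicate activation score at least 90 and every replicate individually at or above 90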;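 further: higher luciferase means less miR-122 activity so hits act as miR-122 inhibitors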
ERp5 inh: ERp5 (human) disulfide isomerase inhibition. ERp5 insulin aggregation, absorbance 650 nm, 90 min. 350,000 tested, 0.05% active. inhibition, % at 9.99 µM. Q15084. AID 651711;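 active means mean replicate inhibition above about 25%, with every replicate also reaching it, limit read from the data, passing the limit was not always enough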
Target sequence (Q15084 whole entry, looked up): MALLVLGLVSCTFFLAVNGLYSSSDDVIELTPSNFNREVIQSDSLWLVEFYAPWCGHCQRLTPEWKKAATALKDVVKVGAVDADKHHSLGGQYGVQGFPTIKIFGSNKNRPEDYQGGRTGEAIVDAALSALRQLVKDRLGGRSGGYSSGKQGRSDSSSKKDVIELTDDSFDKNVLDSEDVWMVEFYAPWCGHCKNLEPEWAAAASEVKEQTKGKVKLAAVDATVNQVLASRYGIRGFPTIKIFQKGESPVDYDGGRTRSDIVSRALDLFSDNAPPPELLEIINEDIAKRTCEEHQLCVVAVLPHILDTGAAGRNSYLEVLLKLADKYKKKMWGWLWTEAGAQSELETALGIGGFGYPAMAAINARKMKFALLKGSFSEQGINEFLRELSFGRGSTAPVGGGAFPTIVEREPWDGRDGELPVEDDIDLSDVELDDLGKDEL
* = called active by the depositor; / = no result given; [ ] = another dose, or the depositor's remark.

SMILES	esBAF inh	SIRT5 block	C2C12 statin	Cneo AK release	ARNT-TACC3 inh	miR-122 sensor	ERp5 inh
CNC(=O)C[C@H]1CC[C@H]2[C@H](COc3ccc(NC(=O)c4ccc(OC)cc4)cc3C(=O)N2C)O1	0	-2	-5	8	8	-4[16.7 µM]	2
CCOC(=O)C1=C(COC(=O)CNC(=O)c2ccc(C(C)(C)C)cc2)NC(=O)NC1C (stereo unspecified)	8	2	-9	/	-1	/	1
COc1cccc(/C=C/C(=O)N2CCN(c3ccccn3)CC2)c1	-1	-1	3	0	0	/	3
C[C@]12CCC3c4ccc(O)cc4CCC3C1CC/C2=N\N (stereo partly specified)	-5	-6	7	0	-3	-2	1
Cc1ccc(CNC(=O)c2cccc3c2C(=O)c2ccc(N4CCC(C)CC4)cc2S3(=O)=O)cc1	40	/	-3	0	-5	-2	3
CN(C)CCNS(=O)(=O)c1ccc(N2CCc3ccccc32)c([N+](=O)[O-])c1	-2	1	-35	-1	12	3	1
N#C[C@@H]1[C@@H](c2ccccc2)[C@H](CO)N1C(=O)C1CCCC1	-5	3	-6	-1	11	/	6
CC(=O)N(C)c1ccc(NC(=O)CCN2C(=O)c3ccccc3C2=O)cc1	-8	-3	2	-2	-1	-7	3
CCOC(=O)C1CCCN(C(=O)CCNS(=O)(=O)c2ccc3c(c2)CCC(=O)N3)C1 (stereo unspecified)	-7	/	4	6	-1	-6	/
OC(CNCCc1ccc(C(F)(F)F)cc1)COc1cccc2ccccc12 (stereo unspecified)	-7	/	-4	/	3	-6	/
CCCNC(=O)N1C[C@H](C)[C@H](OC)CN(C)C(=O)c2ccc(NC(=O)CCC)cc2OC[C@H]1C	-6	-1	6	-5	-20	/	-3
O=C(CSc1nnc(CNC(=O)C23CC4CC(CC(C4)C2)C3)n1-c1ccc(F)cc1)Nc1ccc(F)cc1	/	-1	/	4	-22	-2	-2
O=C(C[C@H]1CC[C@H]2[C@@H](COC[C@@H](O)CN2C(=O)Cc2ccccc2)O1)NC1CCCC1	-1	-1	-1	-12	-1	-6[16.7 µM]	0
CCOC(=O)c1c(-c2cccs2)csc1N	/	-2	/	/	-1	/	1
COC(=O)c1cccc(-n2nnnc2SCC(=O)Nc2cc(C)on2)c1	0	/	61	-6	-4	0	/
CCOC(=O)C1=C(COC(=O)/C=C/c2ccc(OC)cc2OC)NC(=O)NC1C (stereo unspecified)	2	-1	2	-1	-2	-3	3
CCCN(C(=O)COC(=O)Cn1c(=O)oc2ccccc21)c1c(N)n(Cc2ccccc2)c(=O)[nH]c1=O	-5	0	-4	/	-2	-9	7
Cc1cc(C)n(CC(=O)N2CCCC(C(=O)c3cccc(OC(C)C)c3)C2)n1 (stereo unspecified)	10	2	-7	0	-6	-6	0
C[C@H](CO)N1C[C@H](C)[C@H](CN(C)S(=O)(=O)c2ccc(F)cc2)Oc2ccc(NC(=O)Cn3cnnn3)cc2CC1=O	3	-5	-17	-1	-5	2[16.7 µM]	15
CC(=O)NCCCNC(=S)NCCCN(Cc1ccc(Cl)cc1)c1ccc(Br)cn1	-10	-3	31	7	/	-3	-7

Single values from the entries so far.
Cc1cc(C)n(CC(=O)N2CCCC(C(=O)c3cccc(OC(C)C)c3)C2)n1 (stereo unspecified) | esBAF inh = 10
CCOC(=O)C1=C(COC(=O)/C=C/c2ccc(OC)cc2OC)NC(=O)NC1C (stereo unspecified) | esBAF inh = 2

Continued:
SMILES	esBAF inh	SIRT5 block	C2C12 statin	Cneo AK release	ARNT-TACC3 inh	miR-122 sensor	ERp5 inh
COc1ccc(S(=O)(=O)N2CC3CCCN3c3ccc(C(F)(F)F)cc32)cc1 (stereo unspecified)	3	/	-3	0	-3	9	/
CC(C)CNC(=O)c1cccc(NC(=O)C(C)C)c1	/	2	/	/	-11	/	1
Cc1ccc(C(C)(O)CS(=O)(=O)Cc2ccccc2)cc1 (stereo unspecified)	1	-6	-4	-2	-11	0	-1
O=C(COC(=O)c1ccco1)NCC1CCCO1 (stereo unspecified)	1	/	4	2	10	-10	/
COc1cccc(NC(=O)C[C@H]2CC[C@@H]3[C@@H](COc4ccc(NC(C)=O)cc4C(=O)N3C)O2)c1	3	-1	-4	45	-6	-7[16.7 µM]	2
O=C(NCC(F)(F)F)[C@H]1[C@H](CO)[C@H]2Cn3c(cccc3=O)[C@@H]1N2C(=O)C1CCC1	-1	-4	26	-2	-8	3[16.7 µM]	0
CCOc1cc(C(=O)N(Cc2ccccc2)c2ccc(C)cc2)ccc1OCC(=O)N1CCOCC1	-4	2	-9	-1	5	/	-3
C[C@@H]1CN([C@@H](C)CO)C(=O)Cc2cc(NC(=O)Nc3ccc(C(F)(F)F)cc3)ccc2O[C@@H]1CN(C)S(=O)(=O)c1ccc(Cl)cc1	1	-2	13	3	-4	-8	-3
Cc1nc(NC(=O)c2ccc(F)cc2)sc1C(=O)Nc1ccc2c(c1)CCC2	31	/	-16	-1	0	5	/
O=C(O)c1ccccc1-c1ccc(/C=C2\SC(=O)N(c3ccccc3)C2=O)o1	56*	6	6	5	1	-4	2
COc1cccc(C2CC(=O)Nc3cc4c(cc32)OCCO4)c1OC(C)C (stereo unspecified)	6	-32	10	-1	15	-1	-1
COc1cccc(NC(=O)CSc2nc3ccccc3c(=O)n2CCCC(=O)NCC2CCCO2)c1 (stereo unspecified)	-6	0	-2	-4	/	-5	0
CN1CCN(c2ccccc2NC(=O)c2ccc(N3CCOCC3)c([N+](=O)[O-])c2)CC1	-2	1	-1	1	8	-1	-14
CC(C)CC(COCc1cccc(C(F)(F)F)c1)N1CCN(C(=O)c2cccc(C(F)(F)F)c2)CCC1=O (stereo unspecified)	4	/	-11	0	-2	0	1
O=C(Nc1cccc(O)c1)c1cc(-c2ccc3c(c2)OCO3)on1	-66	2	-31	-3	3	1	-1
CSc1ccccc1C(=O)N(CC1CCCO1)c1c(N)n(Cc2ccccc2)c(=O)[nH]c1=O (stereo unspecified)	-9	0	3	-1	-8	3	6
COc1ccc(COc2cc(-c3cccc(OC)c3)nc3ccc(N)cc23)cc1	8	/	-70	-1	-1	57	3
CCC(=O)N1CCc2cc(Br)cc(S(=O)(=O)NC3CCN(Cc4ccccc4)CC3)c21	-2	-1	-3	2	10	2	0
O=C(NCc1ccco1)c1cnc2sccn2c1=O	-6	/	-11	0	-3	-2	0
COc1ccc(COc2ncnc3ccc(Br)cc23)cc1F	8	-4	17	-1	-6	7	2
CCOC(=O)C(C)n1nc(/C=C/c2ccccc2)ccc1=O (stereo unspecified)	13	/	118*	-5	9	-4	/
O=C(Nc1nc2ccccc2n1CCN1CCOCC1)c1ccc(Cl)cc1	18	-5	-11	/	-15	4	-6
CC(C)NC(=O)Nc1ccc2c(c1)C(=O)N([C@@H](C)CO)C[C@H](C)[C@@H](CN(C)C(=O)Nc1ccccc1)O2	-9	/	-16	43	/	8[16.7 µM]	-1
Cc1cc(/C=C2\NC(=O)NC2=O)c(C)n1-c1ccc(N2CCOCC2)cc1	-2	-12	-1	-7	-2	-4	-3
CC1(C)C2CC[C@]1(C)C(=O)N(CCCCN1CCN(c3ccccn3)CC1)C2=O	-7	-2	-4	1	-11	/	0
O=C1CSC(c2ccccc2)N1c1cccc(Cl)c1 (stereo unspecified)	/	-1	/	0	-4	/	2
Cc1noc(C)c1C(c1ccccc1)S(=O)(=O)c1ccccc1 (stereo unspecified)	-9	/	-12	-4	-4	-4	/
N#Cc1c2n(c3c(=O)n(Cc4ccc(Cl)cc4)cnc13)CCCC2	26	/	/	-1	-1	-8	/
CCC(=O)N1CCN=C1SCc1cccc(C(F)(F)F)c1	-5	-3	5	0	-2	-4	-1
Cc1cccc(OCC(=O)Nc2ccccc2N2CCCCC2)c1	-5	/	-8	-4	-5	27	/

Among those listed so far, five have a Cl atom.
SMILES	esBAF inh	SIRT5 block	C2C12 statin	Cneo AK release	ARNT-TACC3 inh	miR-122 sensor	ERp5 inh
CC(=O)NCCCNC(=S)NCCCN(Cc1ccc(Cl)cc1)c1ccc(Br)cn1	-10	-3	31	7	/	-3	-7
C[C@@H]1CN([C@@H](C)CO)C(=O)Cc2cc(NC(=O)Nc3ccc(C(F)(F)F)cc3)ccc2O[C@@H]1CN(C)S(=O)(=O)c1ccc(Cl)cc1	1	-2	13	3	-4	-8	-3
O=C(Nc1nc2ccccc2n1CCN1CCOCC1)c1ccc(Cl)cc1	18	-5	-11	/	-15	4	-6
O=C1CSC(c2ccccc2)N1c1cccc(Cl)c1 (stereo unspecified)	/	-1	/	0	-4	/	2
N#Cc1c2n(c3c(=O)n(Cc4ccc(Cl)cc4)cnc13)CCCC2	26	/	/	-1	-1	-8	/

The listing continues.
SMILES	esBAF inh	SIRT5 block	C2C12 statin	Cneo AK release	ARNT-TACC3 inh	miR-122 sensor	ERp5 inh
COc1ccccc1NS(=O)(=O)c1ccc2oc(N)nc2c1	1	-2	-10	0	/	6	3
COc1ccccc1Nc1nc(N)nc(-c2oc3ccccc3c2C)n1	6	/	-2	0	-18	-2	/
C[C@@H]1CN([C@H](C)CO)C(=O)c2cc(NS(C)(=O)=O)ccc2O[C@@H](C)CCCCO[C@@H]1CN(C)S(=O)(=O)c1ccc(F)cc1	-2	2	50	76	-1	6[16.7 µM]	-10
CN1c2ccc(-c3ccccc3)cc2[C@H]2[C@H](CCN2C(=O)CC2CC2)[C@@H]1CO	6	-1	0	-4	5	6[16.7 µM]	9
COc1ccc(OC)c(NC(=O)NC2(C(F)(F)F)Oc3ccccc3O2)c1	-8	/	-25	0	4	2	/
O=C(Cc1cccc(NC(=O)C2CCCN(C(=O)c3ccccc3)C2)c1)Nc1cccc(C(=O)N2CCCCC2)c1 (stereo unspecified)	1	-1	-3	0	-4	-1	7
CCOC(=O)N1CCC(N(CCOC)C(=O)Nc2ccc(Cl)c(Cl)c2)CC1	-6	/	-2	0	-17	6	/
COCC(=O)N(C)C[C@H]1Oc2cc(C#CC(C)(C)O)ccc2S(=O)(=O)N([C@@H](C)CO)C[C@H]1C	-1	-3	-5	5	-7	/	68*
CN(C)S(=O)(=O)c1ccc(NC(=O)C2CC(=O)N(Cc3ccccc3Cl)C2)cc1 (stereo unspecified)	/	-2	/	/	5	-5	1
O=C(Nc1ccc2[nH]c(=O)[nH]c2c1)c1ccc(Br)o1	6	1	-3	-3	1	-6	1
O=C(Nc1ccc(F)c(Cl)c1)c1ccccc1	70*	/	-2	-6	-9	-2	0
COc1ccc([Si](C)(C)[C@H]2[C@H](CCn3cc([C@H](O)c4ccccc4)nn3)O[C@@]3(C(=O)N(Cc4cccc(N5CCC5=O)c4)c4ccccc43)[C@@H]2C)cc1	/	5	/	-23	-2	/	-6
CCN(CC(=O)Nc1ccccc1C(F)(F)F)C(=O)CSCC(=O)Nc1cc(C)on1	/	4	/	/	-5	/	-2
CC(=N\O)/C(CN(C)C)=N/O	/	/	/	-1	-2	-9	/
CO[C@@H]1CN(C)C(=O)c2cc(NC(=O)C3CC3)ccc2OC[C@@H](C)N(C(=O)c2ccccn2)C[C@H]1C	2	/	-5	/	/	-23[16.7 µM]	/
CN(C)c1ccc(C(C(=O)NCC2CCCO2)N(C(=O)c2snc(C(N)=O)c2N)c2ccccc2)cc1 (stereo unspecified)	7	0	-19	0	-4	/	-2
C[C@@H]1CCCCO[C@@H](CN(C)Cc2ccccc2)[C@H](C)CN([C@H](C)CO)C(=O)c2cc(N(C)C)ccc2O1	-5	/	40	/	/	-7[16.7 µM]	/
CS(=O)(=O)Nc1ccc2c(c1)[C@H]1C[C@@H](CC(=O)NCc3ccc(-c4ccccc4)cc3)O[C@@H](CO)[C@H]1O2	5	/	3	-3	0	-5[16.7 µM]	/
C[C@@H]1CN([C@@H](C)CO)C(=O)c2cc(NS(=O)(=O)c3cccs3)ccc2O[C@H]1CN(C)Cc1ccc(Oc2ccccc2)cc1	10	2	-75	5	7	-6[16.7 µM]	1
CC(C)C#Cc1ccc2c(c1)O[C@H](CN(C)C(=O)c1cccc(F)c1)[C@H](C)CN([C@H](C)CO)S2(=O)=O	-6	8	-29	5	/	-12[16.7 µM]	-6
C[C@H](CO)N1C[C@H](C)[C@@H](CN(C)C(=O)c2cccc(F)c2)Oc2ncc(-c3cccc(F)c3)cc2C1=O	-1	1	-31	0	6	-1[16.7 µM]	1

Compounds were not picked by outcome; any-hit rate near 4%.
